PKA-R1A act – PKA-R1A complex activation. PKA-R1A dissociation, Cy5-IP20 fluorescence polarization; scaled: DMSO 0%, 113 µM cGMP 100%. activation, % at 11.4 µM. hit rate 0.083% among 340,000. P00514+P68181;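 active means percent activation above the mean of all tested compounds plus 3 SD, cut at about 19% in these data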;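 further: higher means more PKAc released from R1A so a rise in polarization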
phage Ecoli inh – E. coli growth loss with phage present | growth absorbance | inhibition, % at 11.9 µM | hit rate 0.26% among 360,000; in the data active means inhibition above about 11%
AddAB inh – less growth of phage-infected E. coli with AddAB; E. coli expressing H. pylori AddAB, absorbance growth; inhibition, % at 11.9 µM; hit rate 0.29% among 330,000; in the data active means inhibition above about 12%;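 further: 0% = vehicle wells of infected cells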
PKA-R2B act – activators of human PKA-R2B complex | P22694+P31323 | PKA-R2B holoenzyme dissociation, Cy5-IP20 fluorescence polarization; R2B truncated from residue 108, S112A mutant; 0% DMSO only, 100% 113 µM cGMP | activation, % at 11.4 µM | hit rate 0.079% among 340,000 | AID 504700;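 active means activation above a cutoff set at the mean over all compounds plus 3 SD, cut at about 18% in these data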;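 further: higher means more holoenzyme dissociation and a rise in polarization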
Tat transport – E. coli Tat transport inhibition | inhibition, % at 10 µM | AID 488895 | E. coli MC4100 TorA-mCherry Tat export, fluorescence | hit rate 0.036% among 340,000;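 active means mean replicate inhibition at least 50% and at least half of replicates individually reaching 50%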;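 further: exported cargo escapes ClpAP degradation while cytoplasmic cargo is degraded and loses fluorescence; 0% = median of neutral control wells and 100% = median of NaSCN control wells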
PfHsp90 yeast 2 – reduces growth (ATP signal) of yeast expressing P. falciparum Hsp90 | hit rate 0.32% among 310,000 | inhibition, % at 9.4 µM | AID 504621 | S. cerevisiae expressing PfHsp90, BacTiter-Glo ATP, 48 h; yeast lacking PDR1 and PDR3 efflux regulators;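 active means every replicate shows inhibition above about 80%, whatever the replicate mean, limit read from the data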;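 further: 0% = DMSO neutral controls and 100% = 20 µM radicicol positive controls; yeast relying on Plasmodium falciparum Hsp90 in place of its own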
MOR-DOR ag – agonists of human mu-delta opioid receptor heterodimerization. P35372+P41143. cells, OPRM1-OPRD1 heterodimerization, luminescence. activation, % at 9.3 µM. hit rate 0.3% among 340,000. AID 504326; in the data active means activation above about 18%;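 further: 0% = vehicle-treated cells and 100% = reference agonist; values of inactives mirror those of a sister screen read the other way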
Target sequence (P35372 whole entry, looked up): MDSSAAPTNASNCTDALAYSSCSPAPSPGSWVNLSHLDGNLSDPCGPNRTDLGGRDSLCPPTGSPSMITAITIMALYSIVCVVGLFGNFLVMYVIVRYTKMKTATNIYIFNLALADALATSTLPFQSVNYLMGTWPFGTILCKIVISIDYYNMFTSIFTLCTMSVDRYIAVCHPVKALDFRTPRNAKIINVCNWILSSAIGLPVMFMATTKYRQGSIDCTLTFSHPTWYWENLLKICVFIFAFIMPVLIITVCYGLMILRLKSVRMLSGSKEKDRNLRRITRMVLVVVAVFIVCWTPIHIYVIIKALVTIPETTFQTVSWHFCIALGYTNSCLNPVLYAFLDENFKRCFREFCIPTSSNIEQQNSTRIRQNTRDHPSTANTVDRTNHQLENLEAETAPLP
Target sequence (P41143 whole entry, looked up): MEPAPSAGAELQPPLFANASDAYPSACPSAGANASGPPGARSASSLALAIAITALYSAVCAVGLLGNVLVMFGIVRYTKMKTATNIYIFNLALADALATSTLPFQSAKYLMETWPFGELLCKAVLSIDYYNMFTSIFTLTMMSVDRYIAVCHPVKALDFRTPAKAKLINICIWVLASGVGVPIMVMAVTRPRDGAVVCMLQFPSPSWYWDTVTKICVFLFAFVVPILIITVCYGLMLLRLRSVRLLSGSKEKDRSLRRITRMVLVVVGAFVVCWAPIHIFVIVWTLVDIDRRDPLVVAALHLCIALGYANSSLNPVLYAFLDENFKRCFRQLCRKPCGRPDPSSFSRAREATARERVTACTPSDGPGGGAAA
HTR5A inv ag – inverse agonist of human HTR5A in OPRM1-OPRD1 counter-screen; P47898; HTR5A cell line, luminescence, inverse agonism; inhibition, % at 9.3 µM; hit rate 0.083% among 340,000; AID 504634; in the data active means inhibition mostly above about 23%, no sharp cut-off; inactive means mostly below about 18%;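 further: 0% = cells with DMSO and 100% = no-cell wells with DMSO; some compounds called inactive have numbers as strong as hits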
OPRM1-OPRD1 inv – mu-delta opioid heterodimer inverse agonism | inhibition, % at 9.3 µM | cell-based MOR-DOR heterodimer luminescence | P35372+P41143 | hit rate 0.21% among 340,000 | AID 504357; in the data active means inhibition above about 22%, passing the limit was not always enough;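 further: 0% = cells with DMSO and 100% = wells without cells with DMSO; values of inactives mirror those of a sister screen read the other way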
Mot1-301 SUMO – SUMOylation pathway inhibition by Mot1-301 growth rescue | AID 2716 | hit rate 1% among 320,000 | S. cerevisiae Mot1-301 growth rescue, ATP luminescence, 38.5C; percent above DMSO median, 100 means doubled | growth rescue, % at 18.8 µM;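 active means every valid replicate shows activation above 250% relative to neutral control wells; inactive means the rest, any valid replicate at or below 250%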;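 further: OY570 slx delta 5 strain wells were the positive control but not used for scaling; some compounds called inactive have numbers as strong as hits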
E coli growth – bacterial growth inhibition, counter-screen for AddAB inhibitors. E. coli V3065 growth, OD600 absorbance, 18 h. inhibition, % at 11.9 µM. hit rate 0.27% among 330,000. AID 449728;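 active means inhibition above the campaign's mean inhibition across all tested compounds plus 3 SD, cut at about 9.9% in these data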;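 further: uninfected addAB+ strain grown without phage in ampicillin broth; 0% = DMSO wells and 100% = ciprofloxacin 0.95 µg/ml wells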
Numbers without * were called inactive; · = not tested or not shown; + = active, no number.

SMILES	PKA-R1A act	phage Ecoli inh	AddAB inh	PKA-R2B act	Tat transport	PfHsp90 yeast 2	MOR-DOR ag	HTR5A inv ag	OPRM1-OPRD1 inv	Mot1-301 SUMO	E coli growth
c1cc2c(cc1Oc1nc(N3CCOCC3)nc(N3CCOCC3)n1)OCO2	-2	1.3	2.9	4	-10	15	2.3	-8	-10	10	-1.1
COc1cc(NC(=O)CN2CCN(C(=O)C3CCCO3)CC2)c(OC)cc1Cl (stereo not given)	-5	2.8	2.5	9	0	-6	-3.0	-32	17	-6	1.5
Cc1nc2ccccc2n1C(=O)N1CCOCC1	-7	2.7	0.1	-2	-10	12	-2.6	3	15	-12	-4.4
COc1cccc(C2CC(C(F)(F)F)n3nc(C(=O)Nc4c(C)n(C)n(-c5ccccc5)c4=O)cc3N2)c1 (stereo not given)	-2	0.6	-0.1	-3	-9	·	0.5	0	-2	-7	-2.5
Cc1ccnc(SCc2cc(=O)c(OC(=O)c3ccccc3)co2)n1	-8	0.0	0.6	-1	7	6	0.4	11	-2	75	0.9
CC(=O)N(C)c1ccc(NCc2cc(=O)oc3cc(C)c(O)cc23)cc1	-6	2.8	-2.2	-3	-4	3	-2.6	-11	13	-21	0.2
Cc1ccc(CNC(=O)COC(=O)c2ccc(Cl)c(N)c2)cc1	-4	5.3	1.5	1	8	-36	-1.7	-18	9	·	0.7
COC(=O)c1sc(C(C)(C)C)cc1CS(=O)(=O)c1ccccn1	13	-0.2	5.8	10	15	13	-1.3	13	6	171	1.0
CCCC(=O)OCC(=O)Nc1cc(Cl)ccc1[N+](=O)[O-]	0	6.1	0.8	-2	-10	·	2.6	2	-12	·	0.6
CC(Sc1ncnc2sccc12)C(=O)Nc1ccc(S(N)(=O)=O)cc1 (stereo not given)	0	2.6	-2.2	-5	17	9	-2.4	8	12	-4	0.1
COc1ccc(C(=O)NC2CC2)cc1OC1CCN(Cc2ccc(Cl)cc2)CC1	2	·	1.6	-7	-2	11	-0.5	-19	3	-2	1.2
COc1ccc(NC(=O)CN2C(=O)c3ccccc3Sc3ccc(C(=O)N4CCOCC4)cc32)c(OC)c1	-14	0.6	0.3	-20	0	-1	-2.8	3	14	2	0.4
O=C(CSc1nnc(-c2cccnc2)o1)Nc1ccc(Br)cc1	7	2.7	6.3	-3	3	-21	-1.3	0	10	-3	-0.9
CN(C)C(=O)c1cc(Br)ccc1Cl	-2	3.1	0.8	3	-1	-8	-2.4	7	12	-7	2.7
COc1ccc(CN(CC(=O)NCc2ccccc2)C(=O)CCC(=O)Nc2cc(C)ccn2)cc1	-10	1.6	0.7	-4	1	-18	-1.2	-6	7	39	-5.5
O=C(c1cccs1)N1CCc2c([nH]c3ccccc23)C1c1ccccn1 (stereo not given)	9	2.2	2.4	-7	12	2	2.4	-6	-17	6	1.1
NC(=O)C1CCN(c2ncc(C(F)(F)F)cc2Cl)CC1	1	3.6	2.4	4	-2	12	-3.7	-3	19	1	-1.3
CC(C)n1cc(CNC(=O)C2CCC(=O)N(Cc3ccccc3F)C2)cn1 (stereo not given)	8	3.2	2.2	-7	-2	-7	-2.9	-11	15	324*	-0.6
O=C1SCCc2c1n(Cc1ccccc1)c1ccccc21	-2	0.5	-1.2	-8	-13	2	6.3	-17	-34	-4	1.4
C=CCn1c(O)c(C=Nc2ccc(Cc3ccncc3)cc2)c(=O)[nH]c1=S	-1	1.1	-0.3	0	-2	-16	1.7	11	-9	-18	2.4
Cc1cc(C)c(NC(=O)CSc2nc(=O)n3cc(C)ccc3n2)c(C)c1	5	2.1	2.0	-1	4	16	1.5	1	-10	·	-0.8
CCOC(=O)C1=C(C)NC(C)=C(C(=O)OCC)C1C(=O)OCC(=O)NC1CCCCC1	11	0.1	-2.0	0	1	·	-1.1	-7	6	15	1.1
Cc1ccc(NC(=O)/C=C/c2ccco2)cc1S(=O)(=O)N1CCCCCC1	-3	2.2	2.0	7	2	-9	2.4	-15	-13	357	0.2
NS(=O)(=O)c1cccc(NC(=O)COC(=O)c2cc([N+](=O)[O-])ccc2N2CCCC2)c1	2	0.5	0.9	6	-9	·	-2.6	8	14	1	-0.3
O=C(CSc1nnc2n1CCCCC2)Nc1ccc(N2CCOCC2)cc1	-14	-0.9	1.4	-9	-2	-13	-2.4	-20	13	-31	0.1
CCCOc1ccc(C2=CSC3=NCCN23)cc1	-10	2.7	0.5	-1	-9	11	-1.4	3	7	-3	1.8
O=C(COC(=O)c1cc(=O)[nH]c2ccccc12)NCc1ccccc1	7	2.5	2.5	-2	-1	-25	-4.5	-3	18	16	1.2
N#C/C(=C\c1ccc(O)cc1)C(=O)NCc1ccccc1	-7	3.0	-1.1	13	-6	-2	-4.4	-19	20	11	1.1
Cc1ccn(-c2cccc(-n3ccc(C)n3)n2)n1	-9	5.2	1.0	3	-4	-2	-0.8	-8	5	-1	-1.5
CCn1c(SCC(N)=O)nnc1-c1cc2c(C)nn(-c3ccccc3)c2s1	-14	2.0	0.4	-1	6	1	-0.2	13	1	+	-1.7
CCCC(=O)n1nc(-c2ccc(OC)cc2)nc1N	3	1.6	0.0	-8	-13	-9	0.4	-7	-2	163	1.7
CC(=O)c1ccc(S(=O)(=O)NCC(=O)Nc2nc3ccccc3[nH]2)cc1	4	-0.7	0.7	5	2	24	2.7	6	-11	-8	-2.3
Cc1ccccc1OCC(=O)Nc1ccc(C(=O)Nc2ccccc2C(=O)O)cc1	1	-2.0	1.0	-3	0	16	-0.7	-9	4	-15	-0.3
O=C(NC1CCCC1)c1cc(-c2ccccc2O)on1	2	2.9	3.3	11	-5	-31	-1.9	9	12	96	-0.2
CCCOc1ccc(/C=c2\sc3nc(-c4ccco4)nn3c2=O)cc1OCC	2	0.6	3.6	8	-7	-6	-1.4	-8	8	484	-1.6
Cc1ccc(-n2c(O)c(C=Nc3cc(C)on3)c3ccccc3c2=O)c(C)c1	-8	3.1	2.6	-4	-5	-4	1.2	1	-6	-2	2.0
COc1cc2ccccc2cc1C(=O)NC1CCCC1	6	1.9	2.2	0	12	0	-1.9	-18	9	64	-0.2
CCc1nnc2n1N=C(c1ccc(OC)cc1)CS2	0	3.0	1.6	-9	5	·	-2.2	7	10	-10	-0.7
CS(=O)(=O)CCC(C(=O)OCC(=O)c1ccc(Cl)cc1)N1C(=O)c2ccccc2C1=O (stereo not given)	-5	3.4	2.4	-7	10	0	-2.6	-43	14	10	2.2
O=C(OCCCN=C1NS(=O)(=O)c2ccccc21)c1ccc([N+](=O)[O-])cc1	-2	3.1	0.6	0	-6	17	4.2	-9	-22	6	0.0

Profiles, quoted from the list. Screens in order: PKA-R1A act	phage Ecoli inh	AddAB inh	PKA-R2B act	Tat transport	PfHsp90 yeast 2	MOR-DOR ag	HTR5A inv ag	OPRM1-OPRD1 inv	Mot1-301 SUMO	E coli growth
COc1cc2ccccc2cc1C(=O)NC1CCCC1 in the list: 6	1.9	2.2	0	12	0	-1.9	-18	9	64	-0.2
Cc1ccc(-n2c(O)c(C=Nc3cc(C)on3)c3ccccc3c2=O)c(C)c1 in the list: -8	3.1	2.6	-4	-5	-4	1.2	1	-6	-2	2.0

Next results follow.
SMILES	PKA-R1A act	phage Ecoli inh	AddAB inh	PKA-R2B act	Tat transport	PfHsp90 yeast 2	MOR-DOR ag	HTR5A inv ag	OPRM1-OPRD1 inv	Mot1-301 SUMO	E coli growth
[N-]=[N+]=CC(=O)C(c1ccccc1)(c1ccccc1)c1ccccc1	-2	-3.0	1.2	10	-8	11	-3.5	3	18	44	-0.2
COc1ccc2nc(SCC(=O)N(C)C3CCCCC3)[nH]c2c1	-4	2.9	0.6	-3	5	-3	-4.5	-19	17	3	1.2
CC(C)Cn1c(SCc2nc3ccccc3c(=O)[nH]2)nc2ccccc2c1=O	1	2.0	-0.3	9	1	-15	-2.3	14	12	-10	0.3
Cc1n[nH]c(=S)n(NC(=O)CC(=O)Nn2c(=S)[nH]nc(C)c2=O)c1=O	6	16*	19*	2	0	54	3.1	65*	-17	-7	13*
O=C1C2C(C(=O)N1/N=C/c1cc([N+](=O)[O-])c(O)cc1O)C1C=CC2C12CC2 (stereo not given)	2	0.6	3.0	-8	0	-11	-3.0	-1	21	5	2.4
CCCNC(=O)Cn1cnc2sc(C(=O)N3CCN(c4ccc(F)cc4)CC3)c(C)c2c1=O	1	-2.0	0.1	-1	-2	·	-0.6	-2	4	-7	0.2
O=C(NNC(=S)NC1CCCCC1)c1ccc(Cl)s1	-4	3.8	3.4	-7	-2	34	-2.9	-26	15	-5	1.4
O=C(NC1CCN(C(=O)Nc2ccc(F)cc2)CC1)c1ccc(F)cc1	-2	3.4	4.0	-3	-5	2	-2.1	7	14	-16	1.4
CC(C)(C)[C@@H]1COC(=O)[C@@H](NC(=O)OCC2c3ccccc3-c3ccccc32)C/C=C\C[C@@H](CC(=O)NCCO)C(=O)N1	-5	3.8	0.7	-3	2	9	-1.5	-2	8	-1	-1.8
Cc1nc2cc(S(=O)(=O)N(C)C)ccc2n1-c1ccccc1	-6	1.0	1.6	-8	-3	·	-2.1	7	12	25	-0.6
CCC1CCCCN1C(=O)CN1C(=O)CSC1=O (stereo not given)	2	2.0	1.5	-6	-11	6	-0.6	-12	4	·	0.1
Cc1ccc(S(=O)(=O)/N=C(\Nc2cc(C)on2)c2ccc(Cl)cc2)cc1	0	2.2	4.5	-3	-4	-2	-2.6	1	14	1	-4.0
COc1ccccc1C(=O)OCC(=O)NC12CC3CC(CC(C3)C1)C2	2	4.0	·	-3	-6	-32	-2.9	2	15	·	·
CN1c2ccccc2C(=O)C(=C2SCCCS2)S1(=O)=O	-14	2.4	-1.1	-3	2	0	-1.7	-10	9	-7	-3.2
Cc1ccccc1N/C(SCc1cccc(Br)c1)=C(/C#N)C(N)=O	0	2.6	4.0	-2	-9	-21	0.9	9	-5	-9	-3.0
COc1ccccc1-c1nnc(SC(C)C(=O)Nc2ccc(C(N)=O)cc2)o1 (stereo not given)	3	0.8	0.7	-6	-3	-17	-1.9	-6	13	32	-0.3
CC1CC(=O)N(c2ccc(C(C)C)cc2)C(=O)C1	2	1.5	5.0	5	5	5	2.0	6	-11	484	0.5
O=C(Nc1ccnn1C1CCN(C(=O)c2c(F)cccc2F)CC1)C1CC1	0	1.4	4.2	-4	-3	-21	-3.8	9	13	18	-2.9
O=[N+]([O-])c1ccccc1/C=N/Nc1nnc(-c2ccccc2)c(-c2ccccc2)n1	5	2.8	3.5	-2	-3	-1	0.1	9	-1	3	0.4
Cc1ccc(NC(=O)c2nc[nH]c2C(=O)N[C@@H](C)C(=O)OC(C)(C)C)cc1	-11	0.5	0.9	-1	7	-8	5.6	-17	-33	-17	-0.2
CCN(Cc1nc(-c2ccccc2)no1)C(=O)COc1cccc(OC)c1	-11	0.3	-0.3	-3	1	0	0.6	7	-4	13	-2.0
CCOc1cc(/C=N/NC(=O)c2ccncc2)ccc1OC(=O)c1ccccc1	5	-0.9	-2.1	-1	-2	-5	-2.2	8	12	-6	-0.6
CCc1ccc(/C=N/NC(=O)c2cc(C)on2)s1	0	3.4	1.2	8	-5	7	-1.6	-53	9	61	0.5

Assay outcomes: PubChem BioAssay, several laboratories

No enrichment for hits; about 2.2% have a hit in one of these screens.
